B2AR arrestin: agonists driving beta-arrestin recruitment to human beta2-adrenergic receptor | Potency, µM (titrated, usually from 46.1 µM), for the others: at the top dose activation, most hits filed as activators | beta-arrestin recruitment to beta2AR, cell-based reporter | 0.02% of 330,000 active | P07550;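 further: potency means the concentration at half of the fitted maximal effect; 0% = DMSO controls and full agonism = EC100 isoproterenol or metaproterenol; nearly all actives have a fitted effect of over 65% in size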
Target sequence (P07550 whole entry, looked up): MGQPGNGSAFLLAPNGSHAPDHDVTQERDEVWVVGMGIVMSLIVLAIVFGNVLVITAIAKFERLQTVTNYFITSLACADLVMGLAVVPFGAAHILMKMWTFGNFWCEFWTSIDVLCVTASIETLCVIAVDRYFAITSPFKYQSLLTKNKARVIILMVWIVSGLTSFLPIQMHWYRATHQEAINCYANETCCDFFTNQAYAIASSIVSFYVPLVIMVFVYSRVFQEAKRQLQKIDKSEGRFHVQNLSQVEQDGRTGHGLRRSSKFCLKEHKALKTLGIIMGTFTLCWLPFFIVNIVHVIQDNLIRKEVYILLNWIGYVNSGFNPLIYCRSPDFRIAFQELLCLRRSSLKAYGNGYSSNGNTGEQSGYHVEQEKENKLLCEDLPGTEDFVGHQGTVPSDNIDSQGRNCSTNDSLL
uPA generation: inhibitors of cell surface uPA generation | cell surface uPA generation assay, qHTS | Potency, µM (top dose mostly 38.3 µM), for the others: at the top dose activity change, negative = inhibition, actives largely listed as inhibitors | 0.31% of 330,000 active; active means well fitted inhibition curve with a large enough effect; inconclusive means small, poorly fitted or top-dose-only effect; inactive means no such curve, though single readings can be large or run the other way; tested in mouse RAW 264.7 cells; further: potency means the concentration at half of the fitted maximal effect; on the % scale 0 is the no-effect control and ±100 the full control effect; nearly all actives have a fitted effect of over 55% in size
Mito fusion act: inhibitors of mitochondrial division or activators of mitochondrial fusion. S. cerevisiae fusion-defective mutant growth rescue, CellTiterGlo 48 h. Potency, µM (top dose mostly 46.1 µM), without a hit: at the top dose growth rescue (activation), hits mostly activators. 0.23% of 320,000 active. AID 485298;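 further: potency means the concentration at half of the fitted maximal effect; % of control where 0% means no effect; nearly all actives have a fitted effect of over 45% in size; temperature-sensitive fusion mutants such as fzo1-1 at 37 °C on non-fermentable ethanol glycerol medium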
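Compounds are tested for their ability to restore growth of mitochondrial fusion-defective yeast strains at non-permissive 37C in YPEG medium over 48 hours. Viability is quantified by luciferase luminescence.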
USP2a block: USP2a (human) protease inhibition; AID 463254; 0.01% of 330,000 active; Potency, µM (top dose mostly 38.3 µM), inactives show top-dose activity change, negative = inhibition, most hits filed as inhibitors; USP2 core, Ub-CHOP2 coupled fluorogenic reporter, 485/531;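 further: potency means the concentration at half of the fitted maximal effect; plate controls were DMSO wells for no effect and full inhibition by NEM control for full effect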
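Cell-free coupled assay: 10nM USP2 core preincubated 30min RT with compound in Tris-HCl pH 8.0/CaCl2/CHAPS buffer, then 25nM Ub-CHOP2 and 25nM reporter substrate; fluorescence (Ex 485/Em 531) read after 60min RT, normalized to NEM inhibition, concentration-response curves fitted.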
Chronic BCR inh: blocks chronic active B-cell receptor signaling; AID 493014; ABC-DLBCL IkBa-CBG/CBR reporter, luminescence ratio, 4 h; 0.05% of 340,000 active; Potency, µM (series often up to 46.1 µM), without a hit: at the highest dose ratio change, negative = lower green/red ratio, actives largely listed as inhibitors; active means well fitted inhibition curve with a large enough effect in the signal ratio, with a control signal flat, not every such curve was filed as active; inconclusive means small, poorly fitted or top-dose-only effect, or effect the other way, or a change in a side signal; the % refers to the signal ratio;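 further: potency means the concentration at half of the fitted maximal effect; plate controls were basal doxycycline-induced cells for no effect and cells given 10 µM MG132 for full effect; MG132 reads +100%, hits lower the ratio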
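Concentration-response series (up to 46 uM) were applied to TMD8 dual-reporter cells for 4 h at 37C with doxycycline. Green/red ratio, after filter-overlap correction, defined %Activity; red signal alone was normalised to basal cells and zero luminescence.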
Tb PFK block: blocks T. brucei phosphofructokinase; AID 485367; O15648; T. brucei PFK, ADP-Glo luminescence; 0.17% of 330,000 active; Potency, µM (doses to about 57.5 µM), for the others: top-dose activity, negative = inhibition, most hits filed as inhibitors;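 further: potency means the concentration at half of the fitted maximal effect; 0% = uninhibited 1x PFK enzyme wells and -100% = no-enzyme wells; nearly all actives have a fitted effect of over 60% in size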
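Compounds were pin-transferred as a titration series up to 57 uM into substrate buffer (0.5 mM F6P, 0.1 mM ATP, pH 8.0), then 1.25 nM PFK was added and reactions ran 45 min before ADP-Glo detection.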
ELG1 DNA repair: inhibitors of ELG1-dependent DNA repair in HEK293T cells; Potency, µM (series often up to 46.1 µM), for the others: at the top dose activity change, negative = inhibition, actives largely listed as inhibitors; 2.3% of 330,000 active; HEK293T ELG1-luciferase reporter, luminescence, 16 h; DNA damage induced by 5-fluorouridine; further: potency means the concentration at half of the fitted maximal effect; on the % scale 0 is the no-effect control and ±100 the full control effect; nearly all actives have a fitted effect of over 55% in size
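In this reporter screen, reduction of luminescence relative to DMSO vehicle indicated activity. Compounds and 5-fluorouridine were added together to 2,000 cells per well, incubated for 16 hr at 37 °C, then developed with ONE-Glo.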
TSHR antagonist: human thyrotropin receptor antagonism. TSHR-expressing cells, TSH-stimulated cAMP HTRF, 2 h; stronger effect = lower value. P16473. activity change, negative = inhibition, % at 11.5 µM. 0.2% of 330,000 active;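 active means activity change below a set negative limit, meaning inhibition stronger than a set level, cut at about -70% in these data; inconclusive means activity change between two set negative limits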; further: on the % scale 0 is the no-effect control and ±100 the full control effect
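TSHR-expressing cells, 200/well, pre-treated with compound, then stimulated with EC80 TSH (4nM final) for 2 hours at 37 deg C. cAMP measured by competitive HTRF: anti-cAMP cryptate antibody in lysis buffer plus cAMP-d2, read after 30 minutes at room temperature.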
PTAP TSG101 blk: blocks PTAP/TSG101 interaction to inhibit HIV-1 budding. 340,000 tested, under 10 active. Q99816. Fluorescence polarization, FITC-PTAP peptide / Tsg101 binding. Potency, µM (titrated, usually from 115 µM), without a hit: at the highest dose activity change, negative = inhibition, usual class: inhibitors; active means well fitted inhibition curve with a large enough effect in the main read-out, with a control signal flat, not every such curve was filed as active; inconclusive means small, poorly fitted or top-dose-only effect, or effect the other way, or a change in a side signal; inactive means no such curve, though single readings can be large or run the other way; further: potency means the concentration at half of the fitted maximal effect; % of control where 0% means no effect
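Tsg101 binding domain (10 uM final) was mixed with compound and a FITC-labeled PTAP peptide (50 nM final) in HEPES pH 7.5 buffer with NaCl, Tween 20, EDTA and TCEP; fluorescence polarization was read after 20 min at r.t.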
TCR act: activates T cell receptor signaling. primary human leukocytes, anti-CD3, IL-2 HTRF, 48 h. Potency, µM (doses to about 9.22 µM), inactives show at the highest dose activation of IL-2 secretion, actives largely listed as activators. 330,000 tested, under 10 active. AID 504894; further: % of control where 0% means no effect
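Compounds are tested in HTS on primary human leukocytes co-incubated with a-CD3 beads for 48 hr. IL-2 output is measured by time-resolved FRET.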
Eya2 phos inh: blocks the phosphatase activity of human Eya2 | O00167 | recombinant Eya2, OMFP fluorescence dephosphorylation (OMFP is methylfluorescein phosphate) | Potency, µM (highest dose often 76.9 µM), without a hit: at the highest dose activity, negative = inhibition, most hits filed as inhibitors | 0.006% of 330,000 active | AID 488837; further: potency means the concentration at half of the fitted maximal effect; on the % scale 0 is the no-effect control and ±100 the full control effect
Target sequence (O00167 whole entry, looked up): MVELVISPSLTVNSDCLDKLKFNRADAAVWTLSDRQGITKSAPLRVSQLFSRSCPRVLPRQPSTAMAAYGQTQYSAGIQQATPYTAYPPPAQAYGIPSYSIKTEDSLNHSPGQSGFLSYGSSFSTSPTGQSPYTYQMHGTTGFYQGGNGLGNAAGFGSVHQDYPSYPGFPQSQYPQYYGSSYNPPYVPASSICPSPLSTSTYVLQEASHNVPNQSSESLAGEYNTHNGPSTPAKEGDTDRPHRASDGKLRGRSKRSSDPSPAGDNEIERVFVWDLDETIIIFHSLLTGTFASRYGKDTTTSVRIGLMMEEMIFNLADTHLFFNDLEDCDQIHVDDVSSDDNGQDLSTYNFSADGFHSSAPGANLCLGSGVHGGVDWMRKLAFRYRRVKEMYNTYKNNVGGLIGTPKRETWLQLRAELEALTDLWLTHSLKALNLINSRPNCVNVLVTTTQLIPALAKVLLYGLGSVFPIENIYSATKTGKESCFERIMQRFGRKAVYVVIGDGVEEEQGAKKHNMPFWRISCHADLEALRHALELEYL
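Eya2 protein (added as 0.2 uM solution) was preincubated with compound for 10 min at ambient temperature in 50 mM HEPES pH 7.5, 50 mM NaCl, 5 uM MgCl2, 0.05% BSA, 1 mM DTT. OMFP (added at 50 uM) then reacted 10 min; fluorescence read at 485/525 nm.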
* hit, by the source's call; ? = inconclusive; · = not tested or not shown; [ ] = another dose, or the depositor's remark. Unless noted, the call rests on the fitted dose curve; in most records, active means well fitted curve in the direction sought with a large enough effect; inconclusive means small, poorly fitted or top-dose-only effect, or another doubt; inactive means no such curve, though single readings can be large; an effect the other way counts as inactive or inconclusive.

Results follow in this order: TCR act	Mito fusion act	B2AR arrestin	Eya2 phos inh	uPA generation	ELG1 DNA repair	Chronic BCR inh	TSHR antagonist	USP2a block	Tb PFK block	PTAP TSG101 blk
COc1ccc(NS(=O)(=O)c2ccc(NC(=S)NC(=O)/C=C/c3ccccc3)cc2)nn1
  2%[46.1 µM]	-7%	-0.6%	-3%	-3%	-2%	?	-19	4%	19%	-3%
Cc1cccc(COc2ccc(S(=O)(=O)N3CCOCC3)cc2[N+](=O)[O-])c1
  2%	3%	-0.1%	-6%	-4%	8%	4%	2	1%	-7%	6%
Cc1ccc(-n2nc3c(c2NC(=O)c2ccc4c(c2)OCO4)CSC3)cc1
  1%[46.1 µM]	-2%	-0.2%	4%	4%	?	-4%	1	1%	-1%	-1%
CCc1ccc(CN(C)C(=O)C2=CC=CN3CCS(=O)(=O)N=C23)cc1
  -5%	9%	-0.1%	-24%	-1%	?	8%	0	2%	0%	0%
Cc1ccc(/C=C2\C(=N)N3N=C(CC(=O)N4CCOCC4)SC3=NC2=O)o1
  -2%	0%	0.2%	-6%	-1%	-6%	2%	-11	5%	-2%	0%
O=C(NC1CCN(C(=O)Nc2cccc(Cl)c2)CC1)c1ccccc1
  -4%	14%	-0.4%	-15%	0%	-5%	?	-2	1%	0%	-3%
CCNc1nc(NCC)n2c(SC(C)C(=O)c3ccc(C)cc3)nnc2n1 (configuration not stated)
  -4%[46.1 µM]	1%	4.1%	3%	-4%	5%	-7%	-1	-1%	0%	-4%
CN(C)S(=O)(=O)c1cccc(NC(=S)NC(=O)C2CCCCC2)c1
  2%[46.1 µM]	-15%	0.0%	-2%	-9%	?	2%	-11	2%	0%	1%
COc1ccccc1NC(=O)C(NC(=O)c1ccc(C)cc1)c1ccccc1 (configuration not stated)
  2%	6%	-0.3%	-12%	-1%	-17%	-6%	13	-2%	-3%	0%
COc1cc(OC)nc(Oc2cc(/C=N/O)ccc2OC)n1
  -1%	10%	0.0%	-4%	?	-6%	-11%	3	1%	-5%	-1%
COc1cc(CN2CCN(Cc3ccc(C)cc3)C(CCO)C2)cc(OC)c1O (configuration not stated)
  1%	3%	-0.6%	5%	·	5%	24%	-1	2%	-6%	-1%
CCC(=O)N1N=C(c2ccc(NS(C)(=O)=O)cc2)CC1c1ccc(C)cc1 (configuration not stated)
  4%	1%	-0.3%	8%	·	8%	?	7	0%	2%	-15%
NC(=O)c1ccsc1NC(=O)COC(=O)/C=C/c1ccc([N+](=O)[O-])cc1
  15%	-2%	-0.1%	26%	-1%	-7%	-1%	19	0%	-6%	-9%
CCN(C(=O)c1cn(C)c(=O)c2cc(OC)c(OC)cc12)c1cc(C)ccc1C
  6%	-6%	-0.2%	-6%	1%	?	10%	3	2%	-6%	0%
CN(C)/C=C1/C(=O)Nc2ccccc21
  9%	0%	0.0%	-14%	-1%	1%	-18%	-6	-1%	-5%	1%

Compound profiles, as listed above. Order of screens: TCR act, Mito fusion act, B2AR arrestin, Eya2 phos inh, uPA generation, ELG1 DNA repair, Chronic BCR inh, TSHR antagonist, USP2a block, Tb PFK block, PTAP TSG101 blk
CN(C)S(=O)(=O)c1cccc(NC(=S)NC(=O)C2CCCCC2)c1 across the screens: 2%[46.1 µM], -15%, 0.0%, -2%, -9%, ?, 2%, -11, 2%, 0%, 1%
CCN(C(=O)c1cn(C)c(=O)c2cc(OC)c(OC)cc12)c1cc(C)ccc1C across the screens: 6%, -6%, -0.2%, -6%, 1%, ?, 10%, 3, 2%, -6%, 0%

New compounds follow.
Results follow in this order: TCR act	Mito fusion act	B2AR arrestin	Eya2 phos inh	uPA generation	ELG1 DNA repair	Chronic BCR inh	TSHR antagonist	USP2a block	Tb PFK block	PTAP TSG101 blk
O=C(OCC(=O)N1CCc2ccccc21)c1nc(Cl)ccc1Cl
  -7%	-1%	0.0%	10%	8%	10%	-8%	-8	-3%	0%	-2%
CCC(C)c1ccc(NC(=S)NCc2cccs2)cc1 (configuration not stated)
  -5%	-10%	3.1%	0%	·	?	11%	-4	2%	4%[0.46 µM]	2%
CCOC(=O)CSc1nnc(CSc2nc(C)cc(C)n2)n1Cc1ccco1
  8%	2%	0.1%	2%	4%	7%	?	15	3%	-6%	-2%
C=CCn1c(-c2cccc(OCC)c2)n[nH]c1=S
  1%	-1%	-1.0%	5%	1%	10%	?	2	-1%	-2%	0%
COc1ccc(Cn2c(=O)c3[nH]cnc3n(-c3ccc(C)cc3)c2=O)cc1
  1%	-1%	-0.7%	10%	?	-19%	?	37	7%	2%	-4%
CCN(Cc1ccccc1)C(=O)CSc1nc(C)cc(C)c1C#N
  0%[46.1 µM]	23%	0.3%	-5%	-4%	-13%	5%	-5	4%	4%	-5%
COc1cc(NC(=O)CCS(=O)(=O)c2ccc3c(c2)oc(=O)n3C)cc(OC)c1OC
  3%	0%	-0.2%	-2%	5%	?	-1%	-13	1%	1%	0%
CC(C)(C)c1nnc(NC(=O)C2CCN(c3ncccn3)CC2)s1
  2%	-2%	-0.1%	-5%	·	-1%	?	10	-2%	14%	-5%
O=C(NC1CCCCC1)C(c1cccnc1)N(C(=O)c1csnn1)C1CCCC1 (configuration not stated)
  -2%[46.1 µM]	0%	0.1%	-19%	1%	-1%	-6%	-7	-2%	0%	-3%
CCOCCn1c(SC(C)C(C)=O)nc2c1c(=O)[nH]c(=O)n2C (configuration not stated)
  -2%	-1%	0.3%	?	1%	5%	-19%	2	2%	-6%	-3%
Cc1cccc(C)c1NC(=O)CCCSc1nnnn1C
  5%	2%	-0.4%	3%	-3%	-4%	-10%	-3	3%	-3%	1%
COc1ccc(C(=O)NC(=S)N(CCC(C)C)c2c(N)n(Cc3ccccc3)c(=O)[nH]c2=O)cc1
  0%[46.1 µM]	-2%	-0.4%	-4%	-1%	-20%	1%	7	2%	5%	-2%
CCCc1nc2ccccc2c(NC(=O)CN(CC)CC)c1CC
  4%	-7%	-0.8%	-1%	-1%	16%	8%	3	-5%	-10%	0%
COc1ccc(NC(=O)N(C)C[C@H]2Oc3ccc(NC(=O)NC(C)C)cc3C(=O)N([C@H](C)CO)C[C@@H]2C)cc1
  3%	·	0.2%	12%	12%	?	?	3	0%	-1%	-4%
O=C1C2C3C=CC(CO)(O3)C2C(=O)N1c1ccccc1-c1ccccc1 (configuration not stated)
  ·	-17%	-3.6%	-5%	?	6%	?	-73*	-2%	21µM*	0%
NC(=O)c1ccc(NC(=O)C2CC2)cc1
  -19%	30%	0.0%	-6%	4%	-5%	-4%	-2	3%	1%	-2%
CSc1nnc(NC(=O)c2ccc(S(=O)(=O)N(C)C)cc2)s1
  -7%	3%	-0.1%	-7%	-7%	?	2%	-8	-4%	-4%	1%
CCCCC(=O)Nc1nnc(-c2ccc(OC)cc2)s1
  4%[46.1 µM]	6%	1.9%	-14%	0%	?	?	10	-3%	-2%	-2%
O=C(C1=C[C@H](C2CCCCC2)C[C@H](OCc2ccc(CO)cc2)O1)N1CCN(Cc2ccc3c(c2)OCO3)CC1
  0%	10%	-0.4%	4%	?	-13%	?	-3	0%	-1%	-18%
CCOc1ccc(S(=O)(=O)n2ccnc2)c2ccccc12
  -1%	2%	0.0%	28%	-13%	-4%	17%	5	4%	1%	-1%
NC(=O)c1ccc(NC(=O)COC(=O)c2n[nH]c3ccccc23)cc1
  ·	-5%	-0.2%	2%	5%	12%	-17%	4	10%	0%	-1%

Compound activity from PubChem.
